# Bioassay records (PubChem BioAssay)
# TEAD-YAP block = TEAD-YAP interaction inhibition | 640,000 tested, 1.4% active | HEK-TIYL cells, TEAD-Gal4/YAP UAS-luciferase luminescence | AID 1259422 | inhibition, % at 9.12 µM; in the data active means inhibition above about 32%;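 further: 0% = median of test compound wells and 100% = reference inhibitor wells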
# MITF inh = human MITF inhibition, primary screen; 650,000 tested, 0.91% active; inhibition, % at 2.6 µM; AID 1259374; O75030; AlphaScreen MITF homodimerization, bead proximity signal; in the data active means inhibition above about 50%;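 further: 0% = vehicle wells with protein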
# FBW7 activator = human FBW7 E3 ligase activation, primary screen | Q969H0 | AlphaScreen FBW7–phospho-cyclin E peptide binding, activator screen | normalized activity (activation), % at 26.1 µM | 650,000 tested, 0.13% active | AID 1259310; in the data active means normalized activity above about 1.9%;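 further: purified mutant Fbw7 with reduced substrate affinity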
# Target sequence (Q969H0 whole entry, looked up): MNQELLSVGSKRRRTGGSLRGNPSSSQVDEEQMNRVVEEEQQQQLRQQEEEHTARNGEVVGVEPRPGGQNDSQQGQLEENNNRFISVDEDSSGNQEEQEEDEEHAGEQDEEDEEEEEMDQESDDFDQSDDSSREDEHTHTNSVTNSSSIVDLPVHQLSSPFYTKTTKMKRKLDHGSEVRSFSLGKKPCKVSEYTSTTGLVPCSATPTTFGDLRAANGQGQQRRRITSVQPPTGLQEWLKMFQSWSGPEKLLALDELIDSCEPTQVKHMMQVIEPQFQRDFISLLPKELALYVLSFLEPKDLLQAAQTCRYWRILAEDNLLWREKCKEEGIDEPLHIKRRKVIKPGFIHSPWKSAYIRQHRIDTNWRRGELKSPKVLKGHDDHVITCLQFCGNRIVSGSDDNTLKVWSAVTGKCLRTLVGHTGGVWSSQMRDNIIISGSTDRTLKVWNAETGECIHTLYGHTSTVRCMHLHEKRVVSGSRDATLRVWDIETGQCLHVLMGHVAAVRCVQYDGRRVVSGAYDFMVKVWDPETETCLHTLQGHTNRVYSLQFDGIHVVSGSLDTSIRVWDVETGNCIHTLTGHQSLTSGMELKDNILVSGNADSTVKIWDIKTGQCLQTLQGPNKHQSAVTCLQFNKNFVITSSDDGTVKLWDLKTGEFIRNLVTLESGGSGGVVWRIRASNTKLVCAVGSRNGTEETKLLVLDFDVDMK
# GPR151 ag = activators of human GPR151. activation, % at 11.2 µM. Q8TDV0. AID 1508602. PathHunter beta-arrestin GPR151 cells, luminescence. 650,000 tested, 1% active; in the data active means activation above about 4.9%;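 further: 0% = median of compound wells and 100% = cells with positive control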
# Target sequence (Q8TDV0 whole entry, looked up): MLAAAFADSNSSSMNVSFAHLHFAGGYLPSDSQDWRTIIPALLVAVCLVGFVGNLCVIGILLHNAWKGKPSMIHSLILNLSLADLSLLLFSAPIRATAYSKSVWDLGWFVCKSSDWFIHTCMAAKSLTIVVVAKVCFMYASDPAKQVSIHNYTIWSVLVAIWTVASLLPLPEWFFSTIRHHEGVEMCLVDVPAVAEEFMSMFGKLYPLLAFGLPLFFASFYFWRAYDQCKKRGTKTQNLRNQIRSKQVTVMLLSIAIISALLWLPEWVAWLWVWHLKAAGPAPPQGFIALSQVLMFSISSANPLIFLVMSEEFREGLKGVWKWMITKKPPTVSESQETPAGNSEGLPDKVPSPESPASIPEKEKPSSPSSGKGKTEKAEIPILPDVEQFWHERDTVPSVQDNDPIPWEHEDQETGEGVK
# Active calls of the source: *; / = no result given. No enrichment for hits, and some 3.4% of all compounds hit somewhere here.
# Values in the order: TEAD-YAP block, MITF inh, FBW7 activator, GPR151 ag
> Cn1c(=O)c(=O)n(C)c2cc(S(=O)(=O)N3CCC(C(N)=O)CC3)ccc21
 : 4, 12, 0.9, -0.9
> C=C1C2(C(=O)Nc3ccc(F)cc3)CCC(C2)C1(C)C (stereo not given)
 : 10, 7, 0.1, 0.7
> Cc1ccc(C)c(NC(=O)CN2N=NC3C(=O)N(c4ccccc4)C(=O)C32)c1 (stereo not given)
 : 10, 6, -0.1, -0.5
> CCN(CC)CCNC(=O)/C(=N\O)c1ccccn1
 : 10, 4, 0.0, 2.2
> c1coc(-c2nnc(SCc3nc4ccccc4[nH]3)o2)c1
 : 44*, 1, -0.1, -1.6
> Cc1cccc(CN2CCc3nnc(C(C)NC(=O)c4ccco4)n3CC2)n1 (stereo not given)
 : 16, 8, 0.2, -0.5
> Cc1c(NC(=O)N2c3ccccc3Sc3ccccc32)c(=O)n(-c2ccccc2)n1C
 : -8, -11, -0.1, 0.9
> COc1ccc(Br)cc1/C=C1\N=C(c2ccc(Cl)c([N+](=O)[O-])c2)OC1=O
 : -5, -2, 0.0, -0.8
> CCc1ccccc1NC1=CC(=O)CC(C)(C)C1
 : -1, 8, 0.1, -1.0
> Nn1c(SCc2cn3ccsc3n2)nnc1-c1ccncc1
 : -2, -6, -0.1, -0.5
> O=C(CCNS(=O)(=O)c1cccc2nonc12)Nc1ccc(F)cc1
 : 4, -19, -0.1, 1.5
> COC(=O)c1c(NC(=O)c2cc(Cl)ccc2OC)sc(C)c1C
 : -4, -9, 0.0, 0.3
> O=[N+]([O-])c1cc(S(=O)(=O)Nc2ccccc2)ccc1NCC1COc2ccccc2O1 (stereo not given)
 : 15, 7, -0.1, -0.6
> Cc1ccc(Cl)cc1N1CCN(C(=O)CN(c2cccc(F)c2)S(C)(=O)=O)CC1
 : 11, -14, -0.1, 0.9
> CC1(C)Cc2ccccc2C(=NCCC(=O)O)N1
 : -3, -9, -0.1, -0.5

# As a short view, 4 of the compounds above:
# Values in the order: TEAD-YAP block, MITF inh, FBW7 activator, GPR151 ag
> c1coc(-c2nnc(SCc3nc4ccccc4[nH]3)o2)c1
 : 44*, 1, -0.1, -1.6
> Cc1cccc(CN2CCc3nnc(C(C)NC(=O)c4ccco4)n3CC2)n1 (stereo not given)
 : 16, 8, 0.2, -0.5
> Cc1c(NC(=O)N2c3ccccc3Sc3ccccc32)c(=O)n(-c2ccccc2)n1C
 : -8, -11, -0.1, 0.9
> COc1ccc(Br)cc1/C=C1\N=C(c2ccc(Cl)c([N+](=O)[O-])c2)OC1=O
 : -5, -2, 0.0, -0.8

# Continuation:
# Values in the order: TEAD-YAP block, MITF inh, FBW7 activator, GPR151 ag
> COc1cccc(C(c2c(N)[nH]c(=S)[nH]c2=O)c2c(N)[nH]c(=S)[nH]c2=O)c1
 : 5, -3, 0.0, -1.4
> CCn1c(=O)c2c(nc3n(-c4ccccc4OC)c(C)cn23)n(C)c1=O
 : 14, 31, -0.1, -3.2
> c1nc(NCCN2CCOCC2)c2[nH]c(Nc3ccc(N4CCOCC4)cc3)nc2n1
 : -1, 3, -0.2, 3.3
> Cc1cccc(C(=O)Nc2sc3c(c2C(=O)N2CCCCC2)CCCC3)c1
 : -1, 6, 0.0, -0.6
> COc1ccccc1C1C2=C(CCCC2=O)Nc2nnnn21 (stereo not given)
 : -6, -1, -0.1, -0.4
> Cc1ccc(C(=O)Cn2c(NCCCO)nc3ccccc32)cc1
 : 10, 7, -0.1, 0.4
> Nc1ccccc1NC(=O)C12CC3CC(CC(C3)C1)C2
 : -4, -3, 0.0, -1.0
> COc1ccc(NC(=O)Cn2nnc(-c3ccccc3N)n2)cc1OC
 : 10, 58*, 0.1, -0.1
> Cc1ccc(Nc2nc3ccccc3c(=O)s2)cc1
 : -18, -11, -0.2, -0.6
> O=C(Nc1ccccc1)c1ccnc(-c2ccc(C(=O)NC3CC3)cc2)c1
 : -1, 10, 0.1, -2.1
> COc1ccc(CCN(C)C2CCCN(Cc3c(C)nc4sccn34)C2)cc1OC (stereo not given)
 : 1, -2, 0.1, 1.4
> CCOC(=O)N1CCN(Cc2nc(-c3ccc(OC)c(OC)c3)no2)CC1
 : 10, -6, -0.1, 1.1
> CC(=O)Nc1cccc(-c2nccnc2NS(=O)(=O)c2ccc3ccccc3c2)c1
 : 2, 3, -0.4, 0.5
> Cc1ccc(-c2noc(CNC(=O)CSc3ccccc3)n2)cc1
 : 4, 19, 0.5, -0.8
> CCc1ccc(NC2=NCC(=O)N2Cc2ccc3c(c2)OCO3)cc1
 : -5, 4, -0.1, 1.0
> CCCOc1ccc(C(=O)ON=C2C(C)CN(C)CC2C)cc1 (stereo not given)
 : 10, -3, 0.2, -1.0
> Oc1ccc(Nc2nc(Cl)nc(NCc3ccco3)n2)cc1
 : -9, -16, 0.2, -2.0
> Cc1ccc(NC(=O)CSc2nnc(NCc3ccccc3)s2)cc1
 : 0, 8, 0.1, -0.8
> COCCNC(=O)Cn1ncc2c1-c1ccccc1OC2
 : 7, -2, -0.1, -0.8
> CC(C)(C)NC(=O)c1cc2nc(-c3ccccc3)cc(C(F)(F)F)n2n1
 : 1, -10, 0.1, -0.4
> Cc1nc(NCc2ccccc2F)sc1-c1ccn(CCN(C)C)n1
 : -1, 13, 0.0, -0.2
> COc1ccc2nc3oc(C(=O)Nc4ccc5c(c4)OCCO5)cc3cc2c1
 : -17, 3, 0.1, 0.1
> O=C(O)CC1S/C(=N/N=C2/C(=O)Nc3ccccc32)N(c2ccc(O)cc2)C1=O (stereo not given)
 : 9, 11, -0.1, 2.0
> COc1ccc(N2C(=S)NC3c4ccccc4OC2(C)C3C(=O)Nc2ccc(Cl)cc2)cc1 (stereo not given)
 : 2, -2, 0.1, 0.9
> NC(=O)c1nsc(C(=O)N(CC(=O)NCc2ccc(F)cc2)c2ccc(F)cc2)c1N
 : 5, 5, 0.0, -0.5
> COC(=O)c1ccc(NC(=O)CSc2nnc(-c3ccco3)c(-c3ccco3)n2)cc1
 : 11, 16, 0.0, -1.9
> Cc1cccc(Oc2ccc(NC(=O)C(Cc3ccccc3)N3C(=O)c4ccccc4C3=O)cc2)c1 (stereo not given)
 : 0, -6, -0.2, 1.1
> COC(=O)c1sccc1S(=O)(=O)Nc1ccccc1SC
 : -11, -4, -0.2, 0.0
> CCn1c(SCc2ccccn2)nnc1-c1ccc(OC)cc1
 : -5, 5, 0.3, -1.0
> OC1(c2ccc(F)cc2)CN(c2ccccc2)C2=[N+]1CCS2 (stereo not given)
 : 1, -11, -0.2, -0.7
> COc1ccc(C(=O)N2CCC(CO)(Cc3ccccc3)CC2)c(OC)c1OC
 : -7, -10, 0.0, 1.1
> O=[n+]1c2c(n([O-])c3cc(Br)ccc31)CCCC2
 : 9, 5, 0.1, 0.4
> Fc1cccc(-c2cnn3c(NCc4cccs4)ccnc23)c1
 : -63, -7, -0.1, -1.4
> CCOC(=O)c1oc2c(F)cccc2c1C
 : -5, -15, -0.1, 2.9
> CCOC(=O)N1CCc2c(sc(NCc3cc(OC)c(OC)cc3OC)c2C(=O)Nc2ccc(OC)cc2OC)C1
 : 1, -2, -0.5, -0.1
> CCOC(=O)Nc1sc2c(c1C#N)CCCC2
 : -49, 10, -0.2, 0.6
> CCN(CC)c1ccc(C2C(C(=O)OC)=C(C)NC3=C2C(=O)CC(c2ccccc2)C3)cc1 (stereo not given)
 : -4, 13, -0.1, 3.0
> CCN1CCN(C(c2ccc(OC)cc2)C(O)C(=O)c2c[nH]c3ccccc23)CC1 (stereo not given)
 : -7, 8, 0.0, -0.9
> Cc1ccc(Nc2nc(-c3c(C)nc4ccccn34)cs2)c(C)c1
 : 53*, -2, -0.1, -0.5
> CCCc1[nH]nc2c1C(c1ccc([N+](=O)[O-])c(Cl)c1)C(C#N)=C(N)O2 (stereo not given)
 : 4, -8, 0.0, 1.4
> CCOc1ccc(NS(=O)(=O)c2c[nH]c(=O)[nH]c2=O)cc1
 : -3, -5, -0.2, 0.9
> CCC1=NN(C(=O)c2ccccc2O)C(O)(C(F)(F)F)C1 (stereo not given)
 : -45, -33, -0.1, -0.1
> COc1cc(Nc2cc(-c3ccc(C(=O)N4CCN(C)CC4)cc3)ncn2)cc(OC)c1OC
 : 7, 4, -0.1, 0.8
> CCc1ccccc1NC(=O)CSc1nnc(C)s1
 : 3, -5, 0.3, -0.6
> COc1ccc(N(C(=O)Cc2ccccc2)C2C=CS(=O)(=O)C2)cc1 (stereo not given)
 : 13, 21, 0.3, 0.4
> COc1ccc(-n2nc([N+](=O)[O-])c(=NCCc3ccccc3)n2O)cc1
 : 2, 14, -0.3, -1.1
> O=C(Nc1nccs1)c1cn(-c2ccccc2)nc1-c1cc2ccccc2oc1=O
 : -7, 11, 0.1, -1.5
> O=S(=O)(c1ccccc1)n1c(SCc2ccccc2F)nc2ccccc21
 : -102, -8, -0.1, -1.4
> CCOCCCNC(=O)C(NC(=O)c1ccccn1)c1ccc(C)cc1 (stereo not given)
 : -5, -4, -0.1, 1.3
> CCOC(=O)C1=C(C)N=c2s/c(=C\c3ccc(-c4cccc(C(=O)O)c4)o3)c(=O)n2C1c1ccccc1 (stereo not given)
 : -3, -5, -0.1, 0.4
> CC1CCc2cc(F)cc3c(O)c(C(=O)Nc4cccnc4)c(=O)n1c23 (stereo not given)
 : 3, 15, 0.2, -2.0
> COc1ccccc1N(CC(=O)NC1CCCCC1)S(C)(=O)=O
 : 9, 12, 0.1, 1.6
> Cc1ccc(C=Nc2cc([N+](=O)[O-])ccc2C)s1
 : 3, 12, 0.2, 0.2
> CCOC(=O)c1sc2nc(C)nc(N3CCN(c4ccccc4)CC3)c2c1C
 : 0, -2, 0.1, 0.5
> CCC(Sc1nnc(N)s1)C(=O)Nc1cccc([N+](=O)[O-])c1 (stereo not given)
 : 2, -16, 0.1, -0.2
> CCC(=O)Nc1cccc(NC(=O)C(C)(C)Oc2ccc(Cl)cc2)c1
 : 11, 21, 0.2, 1.1
> O=C(NCC1CCCO1)c1c(O)c2cccc3c2n(c1=O)CC3 (stereo not given)
 : -2, 18, 0.4, -0.4
> CCn1c(Sc2nc(C)nc3scc(-c4cccs4)c23)n[nH]c1=O
 : 2, 3, 0.4, -0.8
> CC(C)N(C)C1CCN(S(=O)(=O)c2cccc([N+](=O)[O-])c2)CC1
 : -1, 6, -0.2, 0.6
> C=CCN(C(=O)C(F)(F)F)C(C(=O)NC1CCCCC1)c1ccncc1 (stereo not given)
 : -3, -7, 0.0, 1.5

# (list continues)
# Values in the order: TEAD-YAP block, MITF inh, FBW7 activator, GPR151 ag
> C=CCOc1c(Br)cc(Br)cc1/C=c1\sc2nc3ccccc3n2c1=O
 : 3, 9, 0.0, 0.9
> CCOc1ccc(-n2c(SCC(=O)O)nc3c(sc(=S)n3-c3ccc(C)c(C)c3)c2=O)cc1
 : -5, 20, 0.8, -1.7
> O=C(NCCc1cn2ccccc2n1)c1ccc(Br)o1
 : -5, 10, 0.9, -2.1
> O=C(CNC(=S)N(Cc1ccccc1)Cc1cccnc1)NCC1CCCO1 (stereo not given)
 : -2, 1, 0.1, 0.7
> Cc1c(C(=O)NN)nn(-c2ccc(Cl)cc2)c(=O)c1C#N
 : 9, -7, -0.2, -1.2
> C/C(=N\NC(=O)Cc1ccc([N+](=O)[O-])cc1)c1ccc(Br)cc1
 : 8, 2, -0.2, 0.0
> CSc1cccc(NC(=O)C2(S(=O)(=O)c3ccc(C)cc3)CC2)c1
 : 4, -3, 0.1, 1.4
> Cn1c(=O)cc(N2CCN(c3ccccc3F)CC2)c2ccccc21
 : 3, -6, -0.1, 0.6
> CCCCCCCCCCCCC/C=C/[C@@H](O)[C@H](CO)NC(=O)CCCCCCC
 : /, 5, /, -0.2
> CC(OC(=O)c1cccnc1SCc1cc(=O)n2ccccc2n1)c1ccccn1 (stereo not given)
 : -15, -13, 0.1, -0.6
> CCc1nc(SCC(=O)NC(C)(C)C)c2c(C)c(C)sc2n1
 : 2, -14, 0.2, -1.0
> COc1cc(C(=O)NN2CCN(C)CC2)cc(OC)c1OC
 : 3, -10, 0.0, 1.5
> Cc1ccc(S(=O)(=O)Nc2nccnc2N2CCN(C(=O)c3ccccc3)CC2)cc1
 : 13, 12, 0.6, -0.9
> CCc1ccc(NC(=O)Cn2c(CC(=O)NC)nc3ccccc32)cc1
 : 4, 0, -0.1, 1.6
> COc1ccc(-c2cn3ccccc3n2)cc1[N+](=O)[O-]
 : -30, -1, -0.1, -3.0
> CC1CC(C)CN(c2c(-c3ccccc3)c(=O)c2=O)C1 (stereo not given)
 : 9, -8, 0.0, 1.9
> Cc1c(NC(=O)c2cc(-c3ccccc3)nc3ccccc23)c(=O)n(-c2ccccc2)n1C
 : 33*, -3, 0.0, 0.2
> Cc1ccc(C(C)(C)C)cc1S(=O)(=O)NCc1ccc2c(c1)OCO2
 : -18, -3, 0.2, 0.9
> CC(C)NC(=O)C1CCN(C2CCN(Cc3cn[nH]c3-c3cccc(F)c3)CC2)CC1
 : 7, 3, 0.0, -0.6
> COc1ccc(S(=O)(=O)NCC2CCCN(Cc3cc4ccccc4s3)C2)cc1 (stereo not given)
 : 8, 11, 0.2, 4.5
> CCOC(=O)N1CCC(NC(=O)c2cc3ccccn3n2)CC1
 : 7, 9, 0.1, 0.4
> Cc1ccc(CN2CCNC(=O)C2CC(=O)NCc2ccc(N3CCCC3=O)cc2)cc1 (stereo not given)
 : -11, -2, 0.0, -0.7
> CNC(=O)Cn1ncc2c3ccccc3n(Cc3ccccc3)c2c1=O
 : 4, 0, 0.3, 0.5
> CC(=O)c1c(C)oc2ccc(N(C(=O)c3ccncc3)S(=O)(=O)c3ccc(Cl)cc3)cc12
 : 2, 14, 0.1, -1.0
> Cc1cc(C)n(CNc2nc3c(s2)C(=O)CC(C)(C)C3)n1
 : 7, -1, 0.3, 0.5
> CC1=C(C(=O)NCc2cccc(F)c2)C2(CCCCC2)OC1=O
 : -2, -11, -0.1, 0.7
